# Screening results deposited in PubChem by National Center for Advancing Translational Sciences (NCATS).
# HP1b chromo inh: blocks HP1-beta chromodomain binding to methylated histone tails | Potency, µM (top dose mostly 114 µM), inactives show at the top dose activity change, negative = inhibition, hits mostly inhibitors | P83916 | AlphaScreen HP1-beta / biotin-H3K9me3 peptide binding | actives 0.56% (n = 390,000); note: nearly all actives have a fitted effect of over 70% in size; inactives centre near 23
# Target sequence (P83916 whole entry, looked up): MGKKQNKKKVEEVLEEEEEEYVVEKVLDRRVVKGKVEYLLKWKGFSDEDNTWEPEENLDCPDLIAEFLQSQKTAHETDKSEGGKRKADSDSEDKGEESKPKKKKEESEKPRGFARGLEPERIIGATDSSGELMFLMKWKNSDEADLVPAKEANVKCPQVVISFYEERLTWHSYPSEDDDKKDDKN
#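 AlphaScreen: HP1-beta (50 nM) preformed 30 min with biotin-H3(1-18)K9me3 peptide (50 nM) in PBS pH 7.4, 0.01% Tween-20. Compound added for 30 min at RT, then streptavidin donor/nickel chelate acceptor beads (10 ug/mL) for 30 min.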
# JMJD2A Tudor inh: inhibitors of human JMJD2A Tudor domain; O75164; AlphaScreen JMJD2A-Tudor / H3K4me3 peptide binding; Potency, µM (doses to about 114 µM), for inactives: at the highest dose activity change, negative = inhibition, hits mostly inhibitors; actives 4.4% (n = 390,000); AID 504339; note: % is set by controls: 0 for no effect and ±100 for the full control effect; nearly all actives have a fitted effect of over 50% in size
# GLS inh: glutaminase GLS (human) inhibition; O94925; GLS enzymatic activity, qHTS titration; Potency, µM (series often up to 45.5 µM), for the others: at the highest dose activity change, negative = inhibition, usual class: inhibitors; actives 0.21% (n = 410,000); note: % is set by controls: 0 for no effect and ±100 for the full control effect
#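 Assay buffer: 45 mM KH2PO4 pH 8.2, 0.02% Tween-20. hKGA acts on L-glutamine (1 mM solution added); product glutamate is reported by an oxidase/peroxidase Amplex Red coupling, with fluorescence taken at baseline and 30 min.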
# 12-LOX inh: inhibitors of human 12S-lipoxygenase ALOX12; P18054; purified 12hLO, xylenol orange hydroperoxide absorbance; Potency, µM (top dose mostly 108 µM), for the others: top-dose activity change, negative = inhibition, most hits filed as inhibitors; actives 1.1% (n = 580,000); note: % is set by controls: 0 for no effect and ±100 for the full control effect
#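 Hydroperoxide product was detected by ferrous iron/xylenol orange as the 573 to 405 nm absorbance ratio. Arachidonic acid at 40 uM (final) was turned over for 30 min at room temperature by 150 nM human 12hLO, pH 7.0 Hepes buffer, after 15 min compound preincubation.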
# Pin1 inhibitor: inhibitors of human Pin1. Potency, µM (titrated, usually from 115 µM), for the others: top-dose activity, negative = inhibition, actives largely listed as inhibitors. Pin1 FP peptide displacement, HiFluor488, 10 min. actives 0.009% (n = 390,000). AID 504891; active = well fitted inhibition curve with a large enough effect in the polarisation, with a control signal flat, not every such curve was filed as active; inconclusive = small, poorly fitted or top-dose-only effect, or effect the other way, or a change in a side signal; inactive = no such curve, though single readings can be large or run the other way; the % refers to the polarisation; note: % is set by controls: 0 for no effect and ±100 for the full control effect
# Target sequence (Q13526 whole entry, looked up): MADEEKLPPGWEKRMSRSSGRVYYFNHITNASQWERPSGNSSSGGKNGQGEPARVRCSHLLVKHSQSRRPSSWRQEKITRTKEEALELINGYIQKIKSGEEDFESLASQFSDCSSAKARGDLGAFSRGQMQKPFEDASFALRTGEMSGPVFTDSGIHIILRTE
# ERG-DNA inh: blocks human ERG Ets domain binding to DNA. Potency, µM (top dose mostly 76.9 µM), for inactives: top-dose FP activity, negative = inhibition, most hits filed as inhibitors. fluorescence polarization, His-ERG Ets domain / labelled DNA. actives 0.028% (n = 370,000); active = well fitted inhibition curve with a large enough effect in the polarisation, with a control signal flat; inconclusive = small, poorly fitted or top-dose-only effect, or effect the other way, or a change in a side signal; inactive = no such curve, though single readings can be large or run the other way; the % refers to the polarisation;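 note: polarization taken with two DNA probes labelled with fluorescein and Texas red; % of control where 0% means no effect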
# Target sequence (P11308 whole entry, looked up, the tested form may be a part): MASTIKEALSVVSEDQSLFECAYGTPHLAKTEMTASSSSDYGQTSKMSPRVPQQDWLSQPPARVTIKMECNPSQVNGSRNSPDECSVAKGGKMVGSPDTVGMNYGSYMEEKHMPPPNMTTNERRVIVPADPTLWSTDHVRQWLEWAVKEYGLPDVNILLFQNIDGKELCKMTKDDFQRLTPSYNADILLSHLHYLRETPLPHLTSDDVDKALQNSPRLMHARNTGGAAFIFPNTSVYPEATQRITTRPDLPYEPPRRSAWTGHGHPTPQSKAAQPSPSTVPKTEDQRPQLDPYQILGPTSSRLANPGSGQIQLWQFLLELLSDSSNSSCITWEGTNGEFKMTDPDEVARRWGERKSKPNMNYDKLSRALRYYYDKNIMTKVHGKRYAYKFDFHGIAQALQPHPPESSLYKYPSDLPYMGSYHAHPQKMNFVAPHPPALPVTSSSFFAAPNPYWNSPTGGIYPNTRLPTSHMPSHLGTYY
#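 His-tagged ERG Ets domain (1 uM in the protein solution; 300mM KCl, 50mM Tris-HCl, 1mM EDTA, 1mM DTT, pH 7.5) received compound, then a probe mix of 5 nM fluorescein-DNA and 100nM Texas-615-DNA. Fluorescence polarization was read for both dyes.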
# Tb PGK inh: T. brucei PGK inhibition | P07378 | PGK/GAPDH coupled, Kinase-Glo luminescence, 60 min | Potency, µM (highest dose often 57.5 µM), without a hit: top-dose activity change, negative = inhibition, usual class: inhibitors | actives 0.043% (n = 380,000) | AID 602233; note: % is set by controls: 0 for no effect and ±100 for the full control effect; nearly all actives have a fitted effect of over 60% in size
#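 Recombinant glycosomal PGK reaction used 1,3-bisphosphoglycerate generated in-well by GAPDH (100nM final) in 100mM TEA pH 7.6, 5mM MgCl2, 0.01% Tween-20. After 60 minutes at room temperature, ATP was read by Kinase-Glo Plus luminescence end-point.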
# RGS4 inh: human RGS4 inhibition; P49798; Transcreener GDP fluorescence polarization, RGS4-accelerated GTP hydrolysis; Potency, µM (top dose mostly 114 µM), for the others: top-dose activity change, negative = inhibition, most hits filed as inhibitors; actives 0.039% (n = 390,000); AID 504845; note: % is set by controls: 0 for no effect and ±100 for the full control effect; nearly all actives have a fitted effect of over 75% in size; some results filed as inactive show a strong effect at the top dose
# Target sequence (P49798 whole entry, looked up): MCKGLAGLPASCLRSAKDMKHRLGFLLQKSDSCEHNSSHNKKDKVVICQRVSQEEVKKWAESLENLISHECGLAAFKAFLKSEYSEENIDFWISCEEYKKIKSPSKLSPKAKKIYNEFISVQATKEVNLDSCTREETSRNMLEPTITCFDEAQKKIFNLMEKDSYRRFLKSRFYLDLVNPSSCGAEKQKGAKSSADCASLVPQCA
#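 MLSMR compounds (23 nl, pin-transferred) preincubated 10 min at room temperature with a 500nM (2x) first reagent, then RGS4 at 900nM (2x) plus Transcreener GDP mix added; fluorescence polarization (620/688 nm) read before and after 90 min at 30 °C.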
# rTrxR1 inhibitor: rat TrxR1 inhibition; O89049; recombinant rTrxR1, NADPH fluorescence consumption, selenite substrate; Potency, µM (doses to about 114 µM), without a hit: at the top dose activity change, negative = inhibition, hits mostly inhibitors; actives 1% (n = 390,000); note: % is set by controls: 0 for no effect and ±100 for the full control effect; nearly all actives have a fitted effect of over 65% in size
#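 Rat TrxR1 (90 nM in the dispensed reagent) was pre-reduced with 400 uM NADPH for 5 min at room temperature, then incubated with compound for 15 min. After 400 uM selenite was added, NADPH fluorescence (Ex 340/Em 450 nm) was followed for 8 min.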
# * hit, by the source's call; i = inactive; ? = inconclusive; · = not tested or not shown; & = joins results of further samples; [ ] = another dose, or the depositor's remark. Unless noted, calls come from the whole dose curve; as a rule, active = well fitted curve in the direction sought with a large enough effect; inconclusive = small, poorly fitted or top-dose-only effect, or another doubt; inactive = no such curve, though single readings can be large; an effect the other way counts as inactive or inconclusive. Potency is the fitted concentration of half-maximal effect. This is a subset; the hit share may differ from the screen's.
# Sequence of screens – HP1b chromo inh, JMJD2A Tudor inh, GLS inh, 12-LOX inh, Pin1 inhibitor, ERG-DNA inh, Tb PGK inh, RGS4 inh, rTrxR1 inhibitor
- CCN1CCN(c2nnc(-c3ccc(F)cc3)c3ccccc23)CC1
→ 16%, 0%, 15%, ?, 2%, 4%, -6%, 29%, 22%
- O=C(CN(C(=O)CSc1nnc(COc2ccccc2)o1)c1ccc(F)cc1)NC1CCCCC1
→ 5%, -8%, 0%, -21%, 4%, ·, -9%, -9%, 19%
- COc1ccc(CN2CCCN(CC(=O)Nc3cc(C)ccc3C)S2(=O)=O)cc1
→ 36%, -10%, 0%, -5%, -2%, -9%, -18%, 7%, 18%[57.1 µM]
- CCc1cc(Br)ccc1NC(=O)C1CCCO1 (stereo unspecified)
→ 40%[activator], 9%, 0%, 0%, 8%, -4%, -6%, -17%, 6%
- CCCCn1c(N)c(N(CC(C)C)C(=O)c2cc3c(s2)CCC3)c(=O)[nH]c1=O
→ 16%, -21%, -2%, ·, 1%, -13%, -2%, -8%, 10%[57.1 µM]
- Cc1ccc(S(=O)(=O)N2CCCC2CNC(=O)c2ccccc2)cc1 (stereo unspecified)
→ 19%, -9%, -11%, 14%, 15%, 7%, i, -18%, -2%
- CC(=O)N1CCN(c2ccc(NC(=S)NC(=O)c3ccccc3)cc2)CC1
→ -17%, ?, 14%, -26%, -10%, -12%, -1%, -20%, -15%
- O=C(CCc1nc2sc3c(c2c(=O)[nH]1)CCCC3)NCCc1ccc(F)cc1
→ 27%, -23%, -1%, 36%[activator], 52%[activator], 6%, -2%, -1%, 4%
- Cc1ccc(CNC(=O)C(=O)NCC2OCCN2S(=O)(=O)c2ccc(Br)cc2)cc1 (stereo unspecified)
→ 12%, -18%, 3%, -24%, 23%, 4%, 1%, 3%, 1%
- O=C1CCN(C(=O)c2ccc(Cl)cc2)N1
→ 9%, 89µM*, 10%, -10%, -5%, 6%, i, 10%, 9%
- Cc1cc(NS(=O)(=O)c2c(C(=O)N3CCOCC3)c(C)n(C)c2C)ccc1Br
→ 33%, -24%, 0%, 14%, 8%, 3%, 9%, 6%[11.4 µM], 5%
- CC(/C=N/NC(=O)c1cc(-c2ccncc2)nc2ccccc12)=C\c1ccco1
→ ?, ?, -1%, ·, ?, 5%, -4%, ?, ?
- CN(C)S(=O)(=O)N1CCN(C(=O)c2ccccc2)CC1
→ 13%, -16%, -2%, 5%, -2%, ·, 1%, 3%, 16%
- COc1ccc(OC(C)C(=O)NC2CCCCCCC2)cc1 (stereo unspecified)
→ 33%, -6%, 2%, 8%, 4%, 1%, 6%, 17%, -1%
- CO/N=C/C(C#N)=C/c1ccc(OC)cc1
→ 48%[activator], -3%, 9%, 1%, -1%, 1%, 4%, -6%, 14%[57.1 µM]
- CCN(CC)CCCNC(=O)Cn1nc([N+](=O)[O-])c(Cl)c1C
→ 50%[activator], -6%, -9%, -1%, 10%, 5%, -1%, -31%, 7%
- CCN(CC)CCn1c(=N)n(CCO)c2ccccc21
→ 43%[activator], -6%, 9%, -7%, -3%, -12%, -6%, 2%, 4%
- CC(=O)NN1C(=O)/C(=C\c2ccc(Br)o2)SC1=S
→ ?, -26%, -19%, ?, 33%[activator], ?, -3%, -36%, ?
- CCOC(=O)c1c(C)[nH]c(C(C)=NNC(=O)c2cccs2)c1C
→ 29%, -15%, 11%, -3%, 0%, ·, 1%, 3%, -8%
- Cc1ccc(C(=O)N/C(=C\c2cn(-c3ccccc3)nc2-c2ccccc2)C(=O)N2CCOCC2)cc1
→ -15%, -11%, 2%, -21%, 1%, ·, -3%[11.5 µM], 13%, 32%
- O=C(c1ccccc1Cl)N1CCN(C(=O)C2CCCO2)CC1 (stereo unspecified)
→ 28%, -5%, 4%, -20%, 1%, 3%, 2%, -1%, 0%[57.1 µM]
- CC(C)CC(OC(=O)c1cccs1)C(=O)NCC1CCCO1 (stereo unspecified)
→ 22%, -8%, 9%, 0%, -8%, 1%, -1%, 14%, -15%
- CN(C)c1cccc(C(=O)NN2C(=O)NC3(CCCCC3)C2=O)c1
→ 29%, 5%, 11%, 288%[activator], 5%, ·, -4%, -39%, -9%
- O=C(NC1=NCCS1)c1ccc2c(c1)C(=O)N(Cc1ccco1)C2=O
→ 15%, -17%, -7%, 16%, ?, 1%, 25%, -2%, 19%
- Cc1ccc(S(=O)(=O)Cc2ccc(C(=O)OCc3ccccc3)cc2)cc1
→ 107%[activator], 13%, -13%, -4%, -4%, 3%, -7%, -12%, 16%
- COC(=O)c1ccc(N/N=C/c2cc([N+](=O)[O-])cc(OC)c2O)cc1
→ 29%, -18%, -6%, ?, 5%, -3%, -3%, 5%, 11%[57.1 µM]
- CCOC(=O)C1CCN(C(=O)CCNS(=O)(=O)c2cc(Br)cnc2N)CC1
→ 30%, -18%, -2%, -23%, 1%, -10%, -2%, 9%, 18%
- CCOc1ccccc1NC(=O)c1cccc2c1C(=O)N(CCOC)C2
→ 13%, -15%, -1%, 0%[57.4 µM], -2%, 4%, -1%, 2%, 28%
- Cc1ccc(C2c3[nH]c4ccccc4c3CCN2C(=O)c2ccc(N(C)C)cc2)cc1 (stereo unspecified)
→ -20%[57 µM], ?, -3%, ?, 7%, 4%, -7%, -22%, 29%[57.1 µM]
- CCCc1cc(=O)oc2cc(OCC(=O)N3CCOCC3)c(Cl)cc12
→ -7%, -13%, 3%, -9%, -1%, -2%, -9%, 31%, 13%

# Brought forward from above: 5 entries; new compounds follow.
molecule | HP1b chromo inh | JMJD2A Tudor inh | GLS inh | 12-LOX inh | Pin1 inhibitor | ERG-DNA inh | Tb PGK inh | RGS4 inh | rTrxR1 inhibitor
COC(=O)c1ccc(N/N=C/c2cc([N+](=O)[O-])cc(OC)c2O)cc1 | 29% | -18% | -6% | ? | 5% | -3% | -3% | 5% | 11%[57.1 µM]
CCOC(=O)C1CCN(C(=O)CCNS(=O)(=O)c2cc(Br)cnc2N)CC1 | 30% | -18% | -2% | -23% | 1% | -10% | -2% | 9% | 18%
CCOc1ccccc1NC(=O)c1cccc2c1C(=O)N(CCOC)C2 | 13% | -15% | -1% | 0%[57.4 µM] | -2% | 4% | -1% | 2% | 28%
Cc1ccc(C2c3[nH]c4ccccc4c3CCN2C(=O)c2ccc(N(C)C)cc2)cc1 (stereo unspecified) | -20%[57 µM] | ? | -3% | ? | 7% | 4% | -7% | -22% | 29%[57.1 µM]
CCCc1cc(=O)oc2cc(OCC(=O)N3CCOCC3)c(Cl)cc12 | -7% | -13% | 3% | -9% | -1% | -2% | -9% | 31% | 13%
O=C(NCc1ccccc1)NC1(C(=O)Nc2ccc3c(c2)OCCO3)CCCCC1 | 3% | -15% | -1% | 0% | 2% | 0% | -4% | 9% | 9%
O=C(NCc1ccccc1)C(c1cccnc1)N(C(=O)c1ccccn1)c1ccc(F)cc1 (stereo unspecified) | -23% | -6% | -17% | -16% | -5% | 1% | -7% | 12% | 12%
CC1(C(=O)Nc2cccc(Br)c2)Cc2ccccc2C(=O)O1 (stereo unspecified) | 52%[activator] | 0% | 2% | -18% | -10% | 1% | -9% | -15% | 9%
Cc1ccc(S(=O)(=O)N2CCN(S(=O)(=O)c3ccc4c(c3)OCCO4)CC2)cc1 | 35%[57 µM] | -12% | 1% | 48%[activator] | 0%&2%&-6% | -1% | -9% | -14%&27% | 4%[0.0914 µM]
CCOc1ccc(-c2nnc(-c3ccccc3)n2-c2ccccc2)cc1 | -2% | -5% | -1% | -10% | -2% | -9% | -3% | ? | 9%
CCCOc1ccc(C(=O)NNC(=S)NC(=O)c2cccs2)cc1 | -12%[57 µM] | ? | ? | ? | -2% | 4% | 0% | -44% | -24%
NC(N)=NC(N)=Nc1ccc(SC(F)(F)F)cc1 | 68%[activator] | -12%[57.1 µM] | 1% | -14% | -11% | 1% | i | -21% | -8%
CCOC(=O)C1=C(C)N(C)C(=O)NC1c1c(O)ccc2ccccc12 (stereo unspecified) | 45% | -14% | -14% | 13% | -6% | 0% | 0% | -24%[56.9 µM] | 0%
CC1CCN(C(=O)c2cccc(NC(=O)c3cccs3)c2)CC1 | 25% | -13% | -4% | -8% | -10% | -4% | 10% | -8% | 11%[57.1 µM]
C=Cc1ccc(Cn2nc(-c3ccccc3)ccc2=O)cc1 | 45%[activator] | 44%[activator] | 0% | 0% | -6% | 6% | -3% | -17% | 10%
Cc1ccc(NC(=O)C2CCCN(C(=O)c3ccc(Cl)cc3)C2)cc1S(=O)(=O)N1CCOCC1 (stereo unspecified) | 35% | -14% | -4% | -3% | ? | 11% | 11% | 28% | -9%
CCc1nc(NCC2CCCO2)c2oc3ccccc3c2n1 (stereo unspecified) | 8% | -28% | 6% | -7% | 0% | 3% | -1% | 4% | 3%
c1ccc(CNc2ncnc3sccc23)cc1 | 39%[activator] | 3% | 3% | 5% | 8% | -5% | -4% | 36% | 15%
O=C(Nc1ccccc1F)NC1CC1 | 20% | 6% | 23% | 1% | 7% | -5% | -1% | 1% | 0%[57.1 µM]
O=c1c2nncn2c2cccnc2n1CCNc1ncc(C(F)(F)F)cc1Cl | -2% | -11% | 9% | 4% | -6% | -2% | 7% | -1% | 2%
